From PubChem
PHOSPHO1 block = PubChem AID 1565; inhibition, % at 13.3 µM; 290,000 compounds, 1.1% hits; Phosphoethanolamine/phosphocholine phosphatase (Homo sapiens), Q8TCT1; recombinant PHOSPHO1, absorbance phosphatase assay; in the data active = inhibition above about 60%
Target sequence (Q8TCT1 whole entry, looked up): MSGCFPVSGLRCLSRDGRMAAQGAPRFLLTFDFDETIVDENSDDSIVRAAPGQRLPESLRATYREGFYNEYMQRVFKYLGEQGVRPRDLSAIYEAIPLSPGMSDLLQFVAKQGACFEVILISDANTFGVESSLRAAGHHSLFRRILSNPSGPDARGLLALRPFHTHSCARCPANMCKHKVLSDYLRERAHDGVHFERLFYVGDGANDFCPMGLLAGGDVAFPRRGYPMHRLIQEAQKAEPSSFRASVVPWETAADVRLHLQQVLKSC
NALP1 yeast inh = NALP1 inflammasome inhibitors in reconstituted yeast, colorimetric, S. cerevisiae, triplicate retest. S. cerevisiae NALP1/ASC/caspase-1 growth, X-gal OD620, 72 h. inhibition, % at 10 µM. 280,000 compounds, 0.61% hits. AID 2071, 2009; in the data active = inhibition mostly above about 24%, no sharp cut-off; inactive = mostly below about 32%; also: some compounds called inactive have numbers as strong as hits
MEKK3 PB1 HTS = modulators of MEKK3-MEK5 PB1 binding, primary screen, biochemical, wildtype MEKK3, multiplex bead flow cytometry, Alexa488-MEK5; Mitogen-activated protein kinase kinase kinase 3 (Homo sapiens), Q99759; bead-based flow cytometry, Alexa488-MEK5 binding to MEKK3; actives lie on both sides; 0 = blocked by unlabeled MEK5, 100 = vehicle; binding response (% of control), % at 10 µM; 290,000 compounds, 1.4% hits; AID 1529, 2009;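 active = binding response more than 3 SD above or below the average of its plate-row segment, actives on both sides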;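 also: Alexa488 bead fluorescence after subtracting the streptavidin-only scavenger bead signal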
MEKK2 mut-MEK5 = MEK5 binding signal on mutant MEKK2 PB1, primary screen, biochemical, multiplex bead flow cytometry, Alexa488-MEK5. Alexa488-MEK5 binding to MEKK2 mutant. percent response, % at 10 µM. 290,000 compounds, 0.35% hits; in the data active = percent response above about 24%, passing the limit was not always enough; also: inactives centre near 1; some results filed as inactive read as strong as hits; reference of the scale not given here
OXTR ag = human OXTR agonists, primary screen, fluorescence, CHO-OTR cells, Fluo-8 calcium; 320,000 compounds, 0.32% hits; AID 2435, 2010; activation, % at 3 µM; Fluo-8 calcium fluorescence; normalized: DMSO 0%, oxytocin 100%; Oxytocin receptor (Homo sapiens), P30559;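 active = activation above the mean of all tested compounds plus 3 SD, cutoff set per screening run, cut at about 20% in these data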;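 also: peak over basal fluorescence ratio from a 100 s FLIPR kinetic read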
Target sequence (P30559 whole entry, looked up): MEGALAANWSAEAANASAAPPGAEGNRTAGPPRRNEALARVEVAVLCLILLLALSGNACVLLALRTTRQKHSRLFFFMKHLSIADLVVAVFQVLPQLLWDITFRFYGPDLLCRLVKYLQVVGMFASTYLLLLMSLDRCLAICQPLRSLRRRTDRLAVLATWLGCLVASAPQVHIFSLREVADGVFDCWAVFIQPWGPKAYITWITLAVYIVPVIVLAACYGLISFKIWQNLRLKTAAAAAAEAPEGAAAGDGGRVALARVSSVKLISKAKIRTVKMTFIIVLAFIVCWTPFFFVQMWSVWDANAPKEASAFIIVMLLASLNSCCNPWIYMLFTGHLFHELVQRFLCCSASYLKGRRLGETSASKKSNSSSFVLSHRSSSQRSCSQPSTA
FID counter = compounds displacing fluorescent DNA intercalator, primary screen, artefact control for HCV NS3 helicase inhibitor project, biochemical, FID fluorescence; 290,000 compounds, 0.17% hits; inhibition, % at 7.9 µM; AID 1845, 2009; DNA fluorescent intercalator displacement; in the data active = inhibition above about 37%;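 also: 0% = vehicle and 100% = reference compound; higher means more ethidium bromide displaced from hairpin DNA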
MEKK2wt PB1 HTS = modulators of MEK5 binding to wildtype MEKK2, primary screen, biochemical, multiplex bead flow cytometry, Alexa488-MEK5; Alexa488-MEK5 binding to MEKK2 WT; actives lie on both sides; AID 1531, 2009; binding response (% of control), % at 10 µM; 290,000 compounds, 1.1% hits; Mitogen-activated protein kinase kinase kinase 2 (Homo sapiens), Q9Y2U5; in the data active = binding response below about 67% or above about 130%
M18AAP inhibitor = PfM18AAP inhibitors, malaria aminopeptidase, primary screen, biochemical, QFRET, recombinant enzyme; AID 1822, 2009; H-Glu-NHMec fluorogenic cleavage; 290,000 compounds, 1.2% hits; inhibition, % at 7.35 µM;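 active = inhibition above the campaign mean inhibition over all tested compounds plus 3 SD, cut at about 28% in these data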;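 also: 0% = plate median of test compound wells and 100% = 2 mM ZnCl2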
GPR7 antagonist = GPR7 receptor antagonists, primary screen, cell-based, fluorescence, single concentration | Neuropeptides B/W receptor type 1 (Homo sapiens), P48145 | GPR7-expressing cells, fluorescence antagonist assay | inhibition, % at 4.4 µM | 290,000 compounds, 1.1% hits; in the data active = inhibition above about 16%, passing the limit was not always enough;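 also: cells stimulated with the agonist NPW; 0% = agonist with vehicle and 100% = vehicle without agonist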
Target sequence (P48145 whole entry, looked up): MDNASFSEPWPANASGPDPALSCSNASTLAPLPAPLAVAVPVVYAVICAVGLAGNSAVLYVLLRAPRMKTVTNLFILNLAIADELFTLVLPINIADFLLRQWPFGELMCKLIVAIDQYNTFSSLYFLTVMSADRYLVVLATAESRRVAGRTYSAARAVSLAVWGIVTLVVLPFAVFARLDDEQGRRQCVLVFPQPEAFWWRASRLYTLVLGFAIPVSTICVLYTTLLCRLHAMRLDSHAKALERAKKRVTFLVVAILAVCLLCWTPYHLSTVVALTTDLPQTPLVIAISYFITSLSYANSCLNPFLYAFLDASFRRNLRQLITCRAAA
An asterisk follows results filed as active; / = no result given.

The first 2 records, to show the layout:
SMILES	PHOSPHO1 block	NALP1 yeast inh	MEKK3 PB1 HTS	MEKK2 mut-MEK5	OXTR ag	FID counter	MEKK2wt PB1 HTS	M18AAP inhibitor	GPR7 antagonist
Clc1ccc(-c2nnc(NC3=NCCCCC3)o2)cc1	23	17	101	4	-1.6	-12	102	0	-2
CCCCNC(=O)Oc1ccc(C(=O)N2c3ccccc3NC(=O)C2C)cc1 (stereo unspecified)	34	18	106	7	-0.2	-6	112	0	-14

This part in full, repeating the preview:
SMILES	PHOSPHO1 block	NALP1 yeast inh	MEKK3 PB1 HTS	MEKK2 mut-MEK5	OXTR ag	FID counter	MEKK2wt PB1 HTS	M18AAP inhibitor	GPR7 antagonist
Clc1ccc(-c2nnc(NC3=NCCCCC3)o2)cc1	23	17	101	4	-1.6	-12	102	0	-2
CCCCNC(=O)Oc1ccc(C(=O)N2c3ccccc3NC(=O)C2C)cc1 (stereo unspecified)	34	18	106	7	-0.2	-6	112	0	-14
O=C(NCC(O)c1ccccc1)c1ccccc1 (stereo unspecified)	17	14	92	-9	-0.7	-5	91	-3	-6
O=C1CCC(C(=O)N2CCCCO2)CN1Cc1ccc(Cl)cc1 (stereo unspecified)	31	2	102	3	0.3	-12	98	-4	-16
O=C(NCCN1CCCc2ccccc21)C1CCC(=O)N(CCc2ccccc2)C1 (stereo unspecified)	23	2	102	6	0.4	-13	109	14	-14
Cc1c(C#N)sc(C(N)=O)c1C	37	27	106	-3	0.3	0	96	-5	-13
CSc1ccccc1OCc1cc(C(=O)NCC(C)(C)N2CCOCC2)no1	28	1	94	1	-0.2	0	96	-9	6
OC(CC#CCN1CCOCC1)(c1ccccc1)c1ccccc1	24	10	104	4	-0.1	-13	110	-2	-21
O=C(COc1ccc(Br)cc1)N1CCC(c2ccccc2)C1 (stereo unspecified)	50	3	97	3	-1.7	-31	94	-8	18
C=CCN(CC=C)CC(=O)Nc1cccc(Oc2cnccn2)c1	/	-13	101	4	-0.7	-11	105	-2	2
C[n+]1ccc(C(=O)Nc2ccccc2Cl)cc1	-137	8	99	3	0.7	-2	103	-16	4
Cc1ccc(OCC(=O)Nc2ccccc2C(N)=O)cc1	3	7	97	2	-1.6	-6	99	1	1
N#Cc1ccc(Oc2ccc(NC(=O)C3CC=CCC3C(=O)O)cc2)cc1 (stereo unspecified)	20	6	100	-8	1.3	-9	94	-5	1
COc1nc(Nc2ccc(C(C)C)cc2)nc(OC)n1	13	-55	95	1	-2.3	-17	97	-4	-12
CCC(C(=O)OC)n1cnc2c(nnn2-c2ccc(OC)cc2)c1=O (stereo unspecified)	1	13	103	5	0.1	-4	101	0	-5
O=C(NCc1ccccc1)c1ccccc1OCC(=O)N1CCCCC1	4	10	100	-5	0.3	-16	93	-9	-13
COC(=O)C(C)(C)ONC(=O)Nc1ccc(Br)cc1	3	23	96	-2	-1.2	-5	96	0	-17
CC(C)CCNC(=O)C(=O)NCC1OCCCN1S(=O)(=O)c1cccs1 (stereo unspecified)	14	3	97	3	-1.1	-18	96	1	-5
COc1cc(CCNC(=O)c2cnn3ccccc23)cc(OC)c1OC	-5	14	108	9	1.3	-12	108	0	-10
Cc1nn(-c2ccccc2)c(CC(C)(C)C(=O)O)c1C(=O)O	-3	40	102	6	-0.3	-3	100	-1	-12
COc1cccc(Nc2nc(N)c([N+](=O)[O-])c(N3CCOCC3)n2)c1	28	24	101	-1	-2.0	-9	101	-12	5
Cc1ccc(NC(=O)N2CCC(=O)N2)cc1	-4	-2	92	-8	1.2	0	93	6	-4
O=C(O)/C=C/C(=O)Nc1ccccc1-c1ccccc1	0	-10	105	13	-1.1	2	108	-146	1
CCOC(=O)/C(C)=N/Nc1nc(-c2ccc(NC(C)=O)cc2)cs1	-79	/	57	-18	-2.1	-13	56	16	-9
CCOC(=O)c1cc(C)n(CCc2ccccc2)c1C	7	-7	104	6	-2.3	-13	105	-4	18
COc1ccc(NC(=O)C2(c3ccc(NC(=O)c4ccc(C)cc4)cc3)CCCC2)cc1	9	10	118	14	0.4	-3	115	-2	-14
C/C(=N\NC(=O)c1c(Cl)c(C)nn1C)c1ccc(NC(=O)c2ccncc2)cc1	-5	19	114	-2	-1.3	-10	91	-6	-3
CC(C)[C@@H]1NC(=O)c2cc([N+](=O)[O-])cc(I)c2NCCC[C@@H](C(=O)NC(CC(=O)O)C(N)=O)NC(=O)[C@H](CO)NC1=O (stereo partly specified)	-16	29	96	3	0.4	-7	99	-8	-1
COc1cc(NS(=O)(=O)c2ccc(Nc3nc(-c4ccccn4)cs3)cc2)nc(OC)n1	20	-5	102	-6	-0.9	-31	95	22	-6
C=CCNC(=O)C(=O)NCCCN1CCOCC1	-29	6	84	-6	0.4	-2	87	3	-3
CCOC(=S)SCc1cn2ccc(C)cc2n1	10	20	95	-3	0.9	-3	95	5	0
COC(=O)c1ccc(NC(=O)C(=O)N2CCCC2)cc1	12	46	104	3	-0.5	-13	107	-6	3
COC(=O)c1ccc(NS(=O)(=O)c2ccc(OC)cc2)cc1	-3	42	104	2	2.3	-4	104	-3	-8
Cc1ccc2oc(-c3cccc(NC(=O)Cc4cccs4)c3)nc2c1	-1	-2	98	3	-0.3	-1	97	0	1
CC(CCc1ccccc1)N1CCN(C)CC1 (stereo unspecified)	-6	0	103	3	0.2	2	105	1	12
COc1ccc([C@@H]2[C@@H](C(=O)C(C)(C)C)N3N=Cc4ccccc4[C@@H]3C23C(=O)OC(C)(C)OC3=O)cc1OC	9	30	95	-2	0.2	-7	91	10	-14
COc1ccc(CN(C2CCCC2)S(=O)(=O)c2ccc(-n3cnnn3)cc2)cc1OC	-7	9	104	5	-0.3	-35	108	0	-5
COc1ccc(CNC(=O)C(C)OC(=O)CN2C(=O)COc3ccccc32)cc1 (stereo unspecified)	-67	7	104	0	8.7	-21	101	-4	-4
Cc1ccc(Nc2nc(N)nc(CN3CCCCCC3)n2)cc1	-34	16	100	6	-0.7	-5	119	5	-16
O=C(CCc1ccccc1)NC(=S)Nc1ccc(S(=O)(=O)N2CCOCC2)cc1	-5	12	101	-2	1.7	-2	104	-3	-4
COc1cc2c(cc1NC(=O)C(C)NCc1ccccc1)oc1ccccc12 (stereo unspecified)	-19	24	104	6	-1.4	-4	114	2	-2
Cc1cc2c(cc1S(=O)(=O)N(C)c1ccccc1)NC(=O)CO2	34	-5	101	-2	0.6	-8	99	0	-5
O=C1CSC(=S)N1/N=C/c1ccc(O)c([N+](=O)[O-])c1	48	10	99	-12	/	-3	100	39*	-10
Cc1ccc(-c2csc(/C(C#N)=C/Nc3ccccc3SC(F)(F)F)n2)cc1	2	6	96	-4	0.3	2	88	-4	9
CCN(CC)c1ccc(C2N(C(=O)N3CCOCC3)CCN2S(=O)(=O)c2ccc(C)cc2)cc1 (stereo unspecified)	22	13	104	1	-1.7	-4	99	1	-5
CSCCC1NC(=O)N(CC(=O)Nc2c(Cl)cc(Cl)cc2Cl)C1=O (stereo unspecified)	-12	11	95	-1	-0.6	-3	99	-6	-6
CCOC(=O)c1ccc(N2CCN(c3cc(C)ccc3C)CC2)c(N)c1	18	-4	106	1	-1.3	-6	104	-5	-7
C=CCNC1=C(Cl)C(=O)N(c2cccc(Cl)c2Cl)C1=O	17	17	103	5	-1.9	-1	101	2	-7

Part of the list above in order of formula weight, rising:
SMILES	PHOSPHO1 block	NALP1 yeast inh	MEKK3 PB1 HTS	MEKK2 mut-MEK5	OXTR ag	FID counter	MEKK2wt PB1 HTS	M18AAP inhibitor	GPR7 antagonist
CC(CCc1ccccc1)N1CCN(C)CC1 (stereo unspecified)	-6	0	103	3	0.2	2	105	1	12
O=C1CSC(=S)N1/N=C/c1ccc(O)c([N+](=O)[O-])c1	48	10	99	-12	/	-3	100	39*	-10
Cc1ccc(Nc2nc(N)nc(CN3CCCCCC3)n2)cc1	-34	16	100	6	-0.7	-5	119	5	-16
COC(=O)c1ccc(NS(=O)(=O)c2ccc(OC)cc2)cc1	-3	42	104	2	2.3	-4	104	-3	-8
Cc1cc2c(cc1S(=O)(=O)N(C)c1ccccc1)NC(=O)CO2	34	-5	101	-2	0.6	-8	99	0	-5
Cc1ccc2oc(-c3cccc(NC(=O)Cc4cccs4)c3)nc2c1	-1	-2	98	3	-0.3	-1	97	0	1
CCOC(=O)c1ccc(N2CCN(c3cc(C)ccc3C)CC2)c(N)c1	18	-4	106	1	-1.3	-6	104	-5	-7
COc1cc2c(cc1NC(=O)C(C)NCc1ccccc1)oc1ccccc12 (stereo unspecified)	-19	24	104	6	-1.4	-4	114	2	-2
COc1ccc(CNC(=O)C(C)OC(=O)CN2C(=O)COc3ccccc32)cc1 (stereo unspecified)	-67	7	104	0	8.7	-21	101	-4	-4
CSCCC1NC(=O)N(CC(=O)Nc2c(Cl)cc(Cl)cc2Cl)C1=O (stereo unspecified)	-12	11	95	-1	-0.6	-3	99	-6	-6
COc1ccc(CN(C2CCCC2)S(=O)(=O)c2ccc(-n3cnnn3)cc2)cc1OC	-7	9	104	5	-0.3	-35	108	0	-5
CCN(CC)c1ccc(C2N(C(=O)N3CCOCC3)CCN2S(=O)(=O)c2ccc(C)cc2)cc1 (stereo unspecified)	22	13	104	1	-1.7	-4	99	1	-5
COc1ccc([C@@H]2[C@@H](C(=O)C(C)(C)C)N3N=Cc4ccccc4[C@@H]3C23C(=O)OC(C)(C)OC3=O)cc1OC	9	30	95	-2	0.2	-7	91	10	-14

Other results follow:
SMILES	PHOSPHO1 block	NALP1 yeast inh	MEKK3 PB1 HTS	MEKK2 mut-MEK5	OXTR ag	FID counter	MEKK2wt PB1 HTS	M18AAP inhibitor	GPR7 antagonist
CCOc1ccc(/C=C/C(=O)NC2CCCCC2)cc1	14	9	100	5	-2.7	-24	105	0	2
O=C1c2ccsc2SCCN1Cc1cccc(F)c1	31	10	102	5	-1.9	-6	108	2	-19
Nc1c(C(=O)NCc2cccnc2)sc(=S)n1-c1ccccc1	96*	20	108	4	1.5	-2	101	22	-2
CC(=O)c1ccc(N2CCN(C(=O)c3nn(C)c4c3CS(=O)(=O)c3ccccc3-4)CC2)cc1	8	-9	102	3	7.6	-40	101	7	-10
O=C(N/N=C/C=C\c1ccccc1[N+](=O)[O-])c1cccs1	-9	15	102	-1	-0.3	-2	99	-7	1
O=C1N=C(N2CCCCC2)SC1=C1CCCCC1	19	35	105	12	-1.6	-13	102	-15	0
O=c1c(C=NCCCO)c(-c2ccccc2)[nH]n1-c1nc2ccccc2s1	-5	-19	101	-10	-1.6	-20	96	-6	-7
CCn1nc(C)c(/C=N/NC(=O)Cc2ccc(Cl)cc2)c1C	-2	22	102	3	3.2	-10	113	1	-9
COc1ccc(Br)cc1C1CC(=O)C(C)C(c2cc(Br)ccc2OC)N1 (stereo unspecified)	5	29	105	1	-1.2	-13	102	-5	-28
FC(F)(F)c1ccc(Sc2nnc(-c3cccs3)n2CC2CCCO2)nc1 (stereo unspecified)	14	32	109	5	0.2	-17	117	-4	3
CC(C)NC(=O)CSc1nc(-c2cccs2)cc(-c2ccccc2)c1C#N	-9	-51	108	4	-0.9	2	100	0	-8
O=C(NC1CC1)c1sccc1-n1cccc1	-4	-2	106	9	-0.7	0	109	-2	8
